Sm TGR inh – blocks Schistosoma mansoni thioredoxin glutathione reductase; purified TGR, DTNB reduction, TNB absorbance 405 nm; Potency, µM (top dose mostly 114 µM), without a hit: at the top dose activity change, negative = inhibition, most hits filed as inhibitors; 360,000 compounds, 3% hits; AID 485364; Q962Y6; also: potency is read from the fitted curve at half-maximal effect; nearly all actives have a fitted effect of over 60% in size
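Kinetic colorimetric format: TGR-catalysed, NADPH-driven DTNB reduction monitored via TNB absorbance. Enzyme dispensed at 20 nM; compound exposure 15 min at room temperature before reaction start.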
HCV inhibitor – blocks hepatitis C virus; Potency, µM (top dose mostly 41.8 µM), inactives show top-dose activity change, negative = inhibition, usual class: inhibitors; 340,000 compounds, 3.4% hits; Huh7.5.1 HCVcc-Cre infection, luciferase reporter, 44 h; also: potency is read from the fitted curve at half-maximal effect
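Whole-lifecycle infectious HCVcc-Cre system; cells 1,000/well, compound then virus (~0.5 moi) added 4 h after plating, 44 h culture. Luciferase read 15 sec following 15 min substrate incubation, room temp.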
HCMV antiviral – blocks human cytomegalovirus replication; HFF cells, HCMV-luciferase reporter, 72 h; hits give low values; activity change, negative = inhibition, % at 57.5 µM; 410,000 compounds, 4.5% hits; in the data active = activity change below about -60%; inconclusive = no clear call, values can overlap the other calls; inactive = above about -39%
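Cell-based, HFFs, 1000 cells/well, 16 h 37C; cpds in DMSO + HCMV-luc, MOI 1 PFU/cell; 72 h 37C; OneGlo luminescence after 5 min RT; norm. to buffer vs Salinomycin 10uM.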
AMA1 RON2 block – AMA1-RON2 (P. falciparum) interaction inhibition; AlphaScreen AMA1-biotinylated RON2 peptide binding; Potency, µM (highest dose often 58.2 µM), inactives show top-dose activity change, negative = inhibition, usual class: inhibitors; 360,000 compounds, 0.2% hits; AID 720542;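 also: potency is read from the fitted curve at half-maximal effect; 0% = vehicle wells and -100% = peptide control; nearly all actives have a fitted effect of over 45% in size; some results filed as inactive show a strong effect at the top dose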
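AMA1 (3D7) with his tag at 25 nM final met compounds first, then biotinylated RON2 peptide at 25 nM; detection used donor plus acceptor beads, 10 µg/mL apiece, read by AlphaScreen after 30 min at room temperature.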
FBPA Giardia inh – inhibitors of Giardia lamblia fructose-1,6-bisphosphate aldolase | AID 2451 | 290,000 compounds, 0.71% hits | Potency, µM (highest dose often 59.6 µM), for inactives: at the highest dose activity, negative = inhibition, usual class: inhibitors | purified Giardia FBPA; also: potency is read from the fitted curve at half-maximal effect; nearly all actives have a fitted effect of over 55% in size
Target sequence (A8B2U2 whole entry, looked up): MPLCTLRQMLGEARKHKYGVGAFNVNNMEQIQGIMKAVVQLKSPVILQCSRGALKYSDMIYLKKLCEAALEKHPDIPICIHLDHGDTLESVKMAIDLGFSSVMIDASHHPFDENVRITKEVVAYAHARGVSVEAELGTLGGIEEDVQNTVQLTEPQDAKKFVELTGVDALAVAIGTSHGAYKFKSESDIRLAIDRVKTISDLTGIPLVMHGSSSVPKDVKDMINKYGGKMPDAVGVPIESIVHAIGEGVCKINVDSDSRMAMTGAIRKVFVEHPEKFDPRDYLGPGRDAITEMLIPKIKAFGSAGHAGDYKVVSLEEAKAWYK
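40 nM FBPA preincubated 10 min at RT with compound (up to 57.5 uM final), then substrate plus GAPDH/TPI/NAD/arsenate coupling and diaphorase/resazurin added. Fluorescence read after 20 min at RT, 525/598 nm.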
AmpC detergent – AmpC beta-lactamase inhibition with detergent present | 370,000 compounds, 0.041% hits | P00811 | AmpC hydrolysis of nitrocefin, absorbance 480 nm, 0.01% Triton | Potency, µM (series often up to 114 µM), for the others: at the highest dose activity change, negative = inhibition, actives largely listed as inhibitors | AID 485294;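 also: potency is read from the fitted curve at half-maximal effect; 0% = no-compound wells and -100% = no-enzyme wells; nearly all actives have a fitted effect of over 25% in size; some results filed as inactive show a strong effect at the top dose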
Target sequence (P00811 whole entry, looked up): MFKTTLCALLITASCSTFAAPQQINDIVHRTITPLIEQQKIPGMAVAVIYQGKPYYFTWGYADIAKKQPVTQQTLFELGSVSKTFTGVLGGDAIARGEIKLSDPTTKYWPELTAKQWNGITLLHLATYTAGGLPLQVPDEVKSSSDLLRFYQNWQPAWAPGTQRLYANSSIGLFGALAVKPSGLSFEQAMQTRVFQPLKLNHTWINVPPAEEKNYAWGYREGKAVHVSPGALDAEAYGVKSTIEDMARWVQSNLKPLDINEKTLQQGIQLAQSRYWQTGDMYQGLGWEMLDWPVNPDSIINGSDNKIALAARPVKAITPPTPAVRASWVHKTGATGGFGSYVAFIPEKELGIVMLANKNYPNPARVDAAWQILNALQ
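20 mM phosphate pH 7.0 + 0.01% (detergent screen) or 0.0001% Triton X-100; 5.3 nM AmpC reagent; cpd preinc 15 min RT; nitrocefin (800 uM stock) to start; A480 q20 s × 4 min; Activity was normalised to no-enzyme and no-compound control wells.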
* = called active by the depositor; ? = inconclusive; . = no result given; [ ] = remark or other dose. Unless noted, calls follow the shape of the dose curve; as a rule, active = well fitted curve in the direction sought with a large enough effect; inconclusive = small, poorly fitted or top-dose-only effect, or another doubt; inactive = no such curve, though single readings can be large; an effect the other way counts as inactive or inconclusive. Unless noted, % is scaled to controls: 0 for no effect and ±100 for the full control effect. Not a hit list. About 9.3% of those tested had a hit in this group.

1: Cc1oc(-c2ccc(Cl)cc2)nc1CN1CCC(C(=O)NCCCN2CCCC(C)C2)CC1 (stereo unspecified)
2: CCN(C(=O)CSc1nnnn1C)c1c(N)n(Cc2ccccc2)c(=O)[nH]c1=O
3: Oc1[nH]c2ccccc2c1C=NCC1CCCO1 (stereo unspecified)
4: O=C(Nc1ccc(C(=O)N2CCOCC2)cc1)c1ccc([N+](=O)[O-])cc1
5: CCOc1ccc2nc(N3CCCC(C(=O)NCCc4ccc(OC)cc4OC)C3)sc2c1 (stereo unspecified)
6: O=c1c(-c2ccc(Cl)cc2)c(C(F)(F)F)oc2c(CN3CCCCC3)c(O)ccc12
7: C=CC(C)N1C(=O)S/C(=C\c2ccc(N3CCOCC3)cc2C)C1=O (stereo unspecified)
8: CSc1ccc(CNC(=O)Cn2nc(C)c3c(C)n(-c4ccc(C)cc4)nc3c2=O)cc1
assay / entry | 1 | 2 | 3 | 4 | 5 | 6 | 7 | 8
Sm TGR inh | 2% | 6% | -1% | 2% | -1% | 16% | 0% | 5%
HCV inhibitor | 1.8µM* | 5% | 24% | -5% | . | . | 1% | 12%
HCMV antiviral | -101* | -14 | 15 | 19 | 15 | 1 | -20 | -13
AMA1 RON2 block | -5% | 9% | 8% | 1% | . | . | 3%[2.32 µM] | 13%
FBPA Giardia inh | . | 3% | 5% | -4% | . | . | -4% | -1%
AmpC detergent | -3% | 0% | -5% | -13% | 17% | 5% | -5% | -1%

9: CCOC(=O)c1cnc(-n2nc(C)cc2C)[nH]c1=O
10: COc1ccc(C2Nc3ccccc3C(=O)N2c2ccc(C)cc2)cc1Cn1nnc2ccccc21 (stereo unspecified)
11: COc1ccccc1-n1c(SCC(=O)N(C)C2CCS(=O)(=O)C2)nc2ccccc2c1=O (stereo unspecified)
12: CCCCNC(=O)C(=O)N/N=C/c1ccc(OCc2ccccc2)cc1
13: CCOC(=O)C1CCCN(CC(=O)Nc2nccs2)C1 (stereo unspecified)
14: O=C(NCCc1ccc(Cl)cc1)c1cnccn1
15: COCCNCC(=O)Nc1ccccc1Sc1ccccc1
16: Cc1ccc(CNS(=O)(=O)c2ccc(N3CCCCS3(=O)=O)cc2)cc1
assay / entry | 9 | 10 | 11 | 12 | 13 | 14 | 15 | 16
Sm TGR inh | 8% | 0% | 1% | -7% | -4% | -1% | 2% | -1%
HCV inhibitor | 7% | 4% | 10% | 10% | 1% | 9% | 13% | .
HCMV antiviral | -1 | -21 | 22 | 44 | 32 | -28 | 16 | -36
AMA1 RON2 block | 45%[activator] | 12% | -1% | 0% | 44%[activator] | -14% | -15% | .
FBPA Giardia inh | 4.5µM* | -4% | -5% | 5% | ? | -5% | -22% | .
AmpC detergent | -1% | 2% | ? | -3% | 3% | 4% | -12% | 13%

17: O=c1c2ccccc2nnn1COc1cccc(Cl)c1
18: Cn1c(=O)n(C)c2cc(CNCCc3ccccc3)ccc21
19: CC(=O)/C(=N/Nc1ccc(C)cc1)Sc1nnc(CCc2ccccc2)n1-c1ccccc1
20: Cc1cccc(NC(=O)CN(C)C(C)C(=O)Nc2ccc(S(=O)(=O)N3CCCC3)cc2)c1C (stereo unspecified)
21: O=C(O)C1=C[C@H](c2ccccc2)C[C@H](OCc2ccc(CO)cc2)O1
22: O=C1c2ccccc2S(=O)(=O)N1CC(O)COc1ccc(Br)cc1 (stereo unspecified)
23: O=c1cc(O)nc2n1CCCS2
24: Cc1ccc(-c2nc3cc(C(C)C)ccc3o2)cc1NC(=O)c1cccs1
assay / entry | 17 | 18 | 19 | 20 | 21 | 22 | 23 | 24
Sm TGR inh | -3% | 1% | 5% | -10% | ? | -1% | 4% | -3%
HCV inhibitor | -11% | . | 11% | ? | -1% | 0% | -1% | .
HCMV antiviral | -19 | 7 | -10 | 1 | 22 | ? | -23 | 45
AMA1 RON2 block | 5% | . | 0% | 34%[activator] | 6% | 6% | -13% | .
FBPA Giardia inh | 1% | . | -6% | . | 5% | 1% | 2% | .
AmpC detergent | 2% | 19% | ? | ? | 11% | -10% | 1% | 0%

25: O=[N+]([O-])c1ccc(NC(=S)N2CCN(S(=O)(=O)c3ccccc3)CC2)cc1
26: CCc1ccccc1NC(=S)N1CCCCCC1
27: O=C(Nc1ccc(OC(F)(F)C(F)F)c(NC(=O)c2cccc(F)c2)c1)c1cccc(F)c1
28: CC(=O)N1CCc2c(sc(NC(=O)Cc3ccc(F)cc3)c2C(N)=O)C1
29: N#CC1=C(N)N2C(=C(C#N)C13CCCC3)Nc1ccccc12
30: NC(=O)NOCc1ccc(Cl)cc1Cl
31: COc1ccc(C(=O)Nc2ccnn2C2CCN(C(=O)c3cnsn3)CC2)cc1
32: C/C(=N\NS(=O)(=O)c1ccc(Br)cc1)c1cccs1
assay / entry | 25 | 26 | 27 | 28 | 29 | 30 | 31 | 32
Sm TGR inh | 4% | 0% | -1% | 1% | -30% | 0% | -27% | 0%
HCV inhibitor | -4% | 5% | ? | 7% | -17% | 10% | . | 20%
HCMV antiviral | -2 | -33 | 42 | 1 | -3 | -37 | -7 | 3
AMA1 RON2 block | 10% | 0% | -9%[2.32 µM] | 13% | 28% | 24% | -5% | -8%
FBPA Giardia inh | . | . | 4% | 4% | -19% | 2% | -2% | 4%
AmpC detergent | 0% | 4% | -1% | 1% | 5% | -1% | ? | -5%

33: CC(=O)NC(C(=O)NCC(N)=O)C(C)C (stereo unspecified)
34: O=C(NCCCn1ccnc1)c1cc(-c2ccc(Cl)cc2)nc2ccccc12
35: O=C(OC1CCN(c2ccc([N+](=O)[O-])cc2)CC1)c1ccccc1
36: CCO[C@@H]1OC(C(=O)N2CCN(C)CC2)=C[C@H](C(C)(C)C)[C@H]1CCCO
37: COc1ccc(C2C(C(=O)N3CCCCC3)c3ccccc3C(=O)N2C)cc1 (stereo unspecified)
38: O=c1[nH]c(CSc2nnc3ccccn23)nc2ccccc12
39: Cn1c(SCc2ccccc2)nnc1-c1ccc(O)cc1
40: NS(=O)(=O)c1ccc(NC(=O)COC(=O)C2CCCCC2)cc1
assay / entry | 33 | 34 | 35 | 36 | 37 | 38 | 39 | 40
Sm TGR inh | 11% | -10% | 13% | -9% | -22% | -19% | -6% | 3%
HCV inhibitor | 9% | 11µM* | -6% | 27% | -10% | 0% | 7% | 15%
HCMV antiviral | 36 | 20 | 23 | . | 1 | 50 | -24 | 28
AMA1 RON2 block | -6% | -10% | -12% | 11% | -1% | -4%[2.32 µM] | 20% | -8%
FBPA Giardia inh | -2% | 14% | 0% | -5% | 5% | 5% | 2% | 5%
AmpC detergent | -9% | -1% | -4% | -4% | -2% | -3% | -2% | -2%

41: O=C(NN=Cc1ccc2c(c1)OCO2)c1ccncc1
42: Cc1ccc([N+](=O)[O-])cc1S(=O)(=O)Nc1ccc(C(=O)N2CCN(C(=O)c3ccco3)CC2)cc1
43: CCOC(=O)c1[nH]c2c(c1-c1ccc(OC)cc1)C(=O)CC(c1ccc(OC)c(OC)c1)C2 (stereo unspecified)
44: O=C(CCN1C(=O)/C(=C/c2ccccc2F)SC1=S)NCCCN1CCOCC1
45: COc1cc(NC(=O)C2CCN(S(=O)(=O)c3cccc4nonc34)CC2)cc(OC)c1
46: Fc1ccc(CCNCc2cccc(Cl)c2)cc1
47: CC(C)(C)C(=O)NC(=S)N1CCCC1
48: CCc1ccccc1NC(=O)c1c(NC(=O)c2ccccc2)sc2c1CCCC2
assay / entry | 41 | 42 | 43 | 44 | 45 | 46 | 47 | 48
Sm TGR inh | . | -5% | -20% | -15% | -20% | -4% | -12% | ?
HCV inhibitor | 14% | 15% | ? | ? | 12% | -22% | 3% | .
HCMV antiviral | -7 | -17 | -22 | -38 | 22 | 3 | 0 | -9
AMA1 RON2 block | 22% | -1% | 0% | 17% | 7% | 7% | 21% | .
FBPA Giardia inh | . | . | -6% | -4% | -1% | . | -9% | .
AmpC detergent | . | 7% | ? | -10% | 3% | ? | -5% | 15%

Ordered by molecular weight (high to low): some entries from above
42: Cc1ccc([N+](=O)[O-])cc1S(=O)(=O)Nc1ccc(C(=O)N2CCN(C(=O)c3ccco3)CC2)cc1
43: CCOC(=O)c1[nH]c2c(c1-c1ccc(OC)cc1)C(=O)CC(c1ccc(OC)c(OC)c1)C2 (stereo unspecified)
48: CCc1ccccc1NC(=O)c1c(NC(=O)c2ccccc2)sc2c1CCCC2
47: CC(C)(C)C(=O)NC(=S)N1CCCC1
assay / entry | 42 | 43 | 48 | 47
Sm TGR inh | -5% | -20% | ? | -12%
HCV inhibitor | 15% | ? | . | 3%
HCMV antiviral | -17 | -22 | -9 | 0
AMA1 RON2 block | -1% | 0% | . | 21%
FBPA Giardia inh | . | -6% | . | -9%
AmpC detergent | 7% | ? | 15% | -5%

(cont.)
49: Cc1ccc(/C=C/C(=O)NCCc2cccc(Cl)c2)o1
50: Cc1nn(CC(=O)Nc2ccc3c(c2)OCO3)c(C)c1[N+](=O)[O-]
51: CCOC(=O)C(NC(=O)c1ccccc1)(N1CCCC1=O)C(F)(F)F (stereo unspecified)
52: Cc1c(CCC(=O)NCCCn2ccnc2)c(=O)oc2cc3occ(C(C)(C)C)c3cc12
53: COc1ccc2cc(CCNC(=O)C3CCCC3)c(=O)[nH]c2c1
54: Cc1ccc(NC(=O)COC(=O)CSC(=S)N2CCOCC2)cc1C
55: O=C(O)c1[nH]c(=O)[nH]c(=O)c1F
56: O=C(/C=C/c1ccc2c(c1)OCO2)Nc1nc(-c2ccc(F)cc2)cs1
assay / entry | 49 | 50 | 51 | 52 | 53 | 54 | 55 | 56
Sm TGR inh | 2.5µM* | . | 0% | -2% | 5% | 3% | 0% | -8%
HCV inhibitor | -11% | 5% | 12% | ? | 3% | 13% | ? | ?
HCMV antiviral | -13 | -24 | -7 | ? | 45 | -12 | -32 | .
AMA1 RON2 block | -5% | -7% | 15% | -4% | 0% | -3% | 55%[activator] | .
FBPA Giardia inh | 3% | -3% | 5% | 22% | 1% | 1% | 20µM* | -4%
AmpC detergent | -7% | -7% | -9% | ? | ? | 5% | 1% | -7%

57: COc1ccc2oc3cc(C)[n+]([O-])c(-c4ccc(Br)cc4)c3c2c1
58: CCS(=O)(=O)N1CCCC(C(=O)NCc2ccc(C)cc2)C1 (stereo unspecified)
59: CCOC(=O)c1ccc(NC2c3ccccc3C(=O)N2c2cccnc2)cc1 (stereo unspecified)
60: CCOc1ccc(NC(=O)CCc2c(C)nc3nc(C)nn3c2C)cc1
61: Cc1ccc(-c2nc(CS(=O)CC(=O)NCCN3CCCC3)c(C)o2)cc1 (stereo unspecified)
62: Cn1c(=O)c(=O)n(C)c2cc(S(=O)(=O)N3CCCC3C(=O)NCc3ccco3)ccc21 (stereo unspecified)
assay / entry | 57 | 58 | 59 | 60 | 61 | 62
Sm TGR inh | -5% | 14% | 0% | -4% | -29% | 2%
HCV inhibitor | ? | 7% | -10% | . | -24% | 29%
HCMV antiviral | -84* | -27 | 1 | -5 | 3 | 8
AMA1 RON2 block | 2% | 2% | -5% | . | 0% | -2%
FBPA Giardia inh | 10% | 0% | 7% | . | -6% | 3%
AmpC detergent | -12% | 1% | -5% | 26% | ? | 2%

Screens (PubChem BioAssay)
